Screens (PubChem)
MCF10A rereplic: DNA re-replication induction in MCF 10a cells; AID 624296; Potency, µM (highest dose often 46.1 µM), inactives show at the top dose activity, positive = re-replication, most hits filed as activators; actives 2.9% (n = 350,000); MCF 10A DNA re-replication, Hoechst nuclear intensity, 48 h; also: % of control where 0% means no effect; nearly all actives have a fitted effect of over 50% in size
Nrf2 ARE act: activates Nrf2 signaling; AREc32 ARE-luciferase reporter (MCF7-derived line), luminescence, 24 h; Potency, µM (series often up to 46.1 µM), inactives show top-dose activation, hits mostly activators; actives 0.31% (n = 410,000); also: % of control where 0% means no effect; nearly all actives have a fitted effect of over 65% in size
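ARE activation measured as luciferase luminescence (Steady-Glo, 30 min RT) in AREc32_Fluc cells after 24 hr compound exposure at 37 deg C, 5% CO2; cells seeded overnight at 1000/well in OPTI-MEM, 5% FBS.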
HepG2 viability: HepG2 cytotoxicity, counter-screen for TGF-b inhibitors. HepG2 CAGA-GFP viability, ATP luminescence, 18 h. AID 588856. Potency, µM (doses to about 46.1 µM), for inactives: at the top dose activity change, negative = cytotoxicity, usual class: cytotoxic. actives 0.76% (n = 410,000); also: some results filed as inactive show a strong effect at the top dose
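CellTiter-Glo luminescence gave cytotoxicity after 18 hours at 37 degrees C. The cells were HepG2 CAGA-GFP in 1% FBS DMEM, stimulated with 500 pg/mL TGF-beta after compound addition. %Activity was normalised to no-cell wells (complete cell-killing) and DMSO (no toxicity), and curves were fitted and classified.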
EPAC2 antag: EPAC2 (human) antagonism; EPAC2 GEF exchange of Rap1B-BODIPY-GDP, fluorescence; Potency, µM (top dose mostly 114 µM), inactives show top-dose activity, negative = inhibition, usual class: inhibitors; actives 0.18% (n = 360,000); AID 720708; also: % is scaled to controls: 0 for no effect and ±100 for the full control effect; nearly all actives have a fitted effect of over 45% in size; many of its hits are not listed in these tables
Target sequence (Q8WZA2 whole entry, looked up): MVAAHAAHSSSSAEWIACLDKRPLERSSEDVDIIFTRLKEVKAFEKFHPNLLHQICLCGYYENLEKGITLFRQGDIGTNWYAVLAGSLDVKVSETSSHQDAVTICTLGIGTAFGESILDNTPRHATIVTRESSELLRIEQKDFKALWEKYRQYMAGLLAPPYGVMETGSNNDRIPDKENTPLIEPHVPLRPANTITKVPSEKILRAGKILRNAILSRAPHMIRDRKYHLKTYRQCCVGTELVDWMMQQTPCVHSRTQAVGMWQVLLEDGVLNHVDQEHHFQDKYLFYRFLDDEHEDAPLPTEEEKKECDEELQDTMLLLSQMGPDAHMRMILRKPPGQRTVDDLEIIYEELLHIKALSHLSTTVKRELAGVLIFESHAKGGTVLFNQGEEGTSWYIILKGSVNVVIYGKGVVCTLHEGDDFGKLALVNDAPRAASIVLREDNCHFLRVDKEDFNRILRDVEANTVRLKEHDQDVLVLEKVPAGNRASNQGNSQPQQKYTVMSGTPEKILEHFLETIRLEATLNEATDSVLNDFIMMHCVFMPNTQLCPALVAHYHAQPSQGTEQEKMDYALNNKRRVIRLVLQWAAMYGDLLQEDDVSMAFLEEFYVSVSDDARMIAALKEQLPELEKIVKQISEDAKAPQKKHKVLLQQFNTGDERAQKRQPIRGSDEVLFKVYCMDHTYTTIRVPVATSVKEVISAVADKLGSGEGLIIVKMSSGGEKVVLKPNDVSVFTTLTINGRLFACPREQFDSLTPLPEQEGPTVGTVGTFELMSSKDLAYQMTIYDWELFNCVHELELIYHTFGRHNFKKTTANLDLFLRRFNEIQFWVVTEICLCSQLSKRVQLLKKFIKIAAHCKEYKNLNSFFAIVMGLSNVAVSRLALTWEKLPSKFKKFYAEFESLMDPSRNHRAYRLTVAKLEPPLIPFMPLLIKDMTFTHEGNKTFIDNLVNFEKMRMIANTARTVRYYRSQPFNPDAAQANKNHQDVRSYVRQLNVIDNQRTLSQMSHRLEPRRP
A549 tox: counter-screen for Nrf2 inhibitors: cytotoxicity in A549 cells | A549 ARE-Fluc cells, CellTiter-Fluor viability, 18-24 h | Potency, µM (titrated, usually from 46 µM), for the others: top-dose activity change, negative = cytotoxicity, actives largely listed as inhibitors | actives 0.16% (n = 390,000); also: % is scaled to controls: 0 for no effect and ±100 for the full control effect
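A549 ARE-Fluc cells in 5% FBS OPTI-MEM, 5000 cells/well, rested 2 h then exposed to compounds in concentration-response for 18-24 h at 37 °C. Viability by CellTiter-Fluor fluorescence (Ex 405/Em 525) after 30 min; luciferase luminescence (BugLite, 15 min, RT) read afterwards.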
ATXN2 expr inh: reduces ATXN2 reporter expression in HEK-293 cells. AID 1745845. HEK-293 ATXN2-luciferase reporter, luminescence, 24 h. Potency, µM (titrated, usually from 57 µM), inactives show at the highest dose activity change, negative = inhibition, usual class: inhibitors. actives 0.72% (n = 360,000); also: % is scaled to controls: 0 for no effect and ±100 for the full control effect; nearly all actives have a fitted effect of over 55% in size
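ATXN2-luciferase reporter cells (luciferase flanked by upstream and downstream ATXN2 gene portions) were treated 24 h at 37 °C with compounds at up to 57 uM. SteadyGlo luminescence gave expression; GF-AFC fluorescence gave viability.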
Nrf2 block: Nrf2 pathway inhibition; A549 ARE-Fluc reporter, luciferase luminescence, 18-24 h; Potency, µM (titrated, usually from 46 µM), for the others: top-dose activity change, negative = inhibition, usual class: inhibitors; actives 2.1% (n = 360,000); also: % is scaled to controls: 0 for no effect and ±100 for the full control effect; nearly all actives have a fitted effect of over 60% in size
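A549 ARE_Fluc cells (5000/well, 5% FBS OPTI-MEM) pre-incubated 2 h, then treated with compounds 18-24 h at 37C/5% CO2 in concentration-response. CellTiter-Fluor viability read first; BugLite luciferase luminescence after 15 min at room temperature gives Nrf2 activity.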
S2 tox: cell viability loss in ATXN counter-screen | actives 0.49% (n = 400,000) | AID 651635 | Potency, µM (top dose mostly 56.7 µM), hits mostly cytotoxic | S2 cells (HEK-293 line with an ATXN2-luciferase reporter) viability, CellTiter-Fluor protease fluorescence, 24 h; also: nearly all actives have a fitted effect of over 40% in size
TGFb inhibitor: blocks TGF-b signaling. HepG2 CAGA-GFP TGF-b/SMAD3 reporter, GFP fluorescence, 18 h; TGF-beta stimulated, 500 pg/mL final. Potency, µM (highest dose often 46.1 µM), for the others: top-dose activity, negative = inhibition, most hits filed as inhibitors. actives 1.2% (n = 410,000). AID 588855; also: % is scaled to controls: 0 for no effect and ±100 for the full control effect; nearly all actives have a fitted effect of over 65% in size
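First, reporter cells (HEPG2 CAGA-GFP) rested 2 h at 37 degrees C. Next, compounds were pinned in and TGF-beta added to 500 pg/mL final. After 18 h, GFP was imaged per cell and summed per well.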
Numbers without * were called inactive; i = inactive; u = inconclusive; x = no result given; [ ] = another dose, or the depositor's remark. Calls follow the shape of the dose curve; as a rule, active = well fitted curve in the direction sought with a large enough effect; inconclusive = small, poorly fitted or top-dose-only effect, or another doubt; inactive = no such curve, though single readings can be large; an effect the other way counts as inactive or inconclusive. Potency is read from the fitted curve at half-maximal effect. The list is partial, so the mix of outcomes need not match the whole.

Screens by letter – A = MCF10A rereplic; B = Nrf2 ARE act; C = HepG2 viability; D = EPAC2 antag; E = A549 tox; F = ATXN2 expr inh; G = Nrf2 block; H = S2 tox; I = TGFb inhibitor
CCN(CC)S(=O)(=O)c1cc(NC(=O)CSCc2c(C)noc2C)ccc1C
  A: -25%	B: -0.7%	C: -1%	D: 2%	E: 0%	F: -18%	G: u	H: i	I: -2%
Cc1cc2ncn(CC(C)C)c2cc1C
  A: -6%	B: -0.4%	C: -14%	D: 9%	E: -2%	F: -5%	G: 0%	H: i	I: 1%
OC(COc1ccccc1)CN1CCCCC1 (configuration not stated)
  A: -10%	B: 0.4%	C: -18%	D: 11%	E: 10%	F: 3%	G: 14%	H: i	I: 5%
O=C(C1CCCC1)N1CCC(CC2CC(c3ccc(Cl)cc3)=NO2)(C(=O)NCC2CCCCC2)CC1 (configuration not stated)
  A: 8%	B: 5.8%	C: -2%	D: -4%	E: -25%	F: 6%	G: -22%	H: i	I: u
COc1ccc(C2c3[nH]c4ccccc4c3CCN2Cc2ccoc2)c(F)c1 (configuration not stated)
  A: u	B: 3.8%	C: -29%	D: -11%	E: -4%	F: 82%[activator]	G: u	H: i	I: u
O=c1c(-c2nnc(SCc3ccc(Cl)cc3Cl)o2)cccn1Cc1ccccc1
  A: 7%	B: 0.2%	C: -2%	D: 6%[57.1 µM]	E: u	F: -14%	G: u	H: i	I: -2%
COc1ccc(/C=C/c2nnc(NC(=O)c3ccco3)s2)cc1
  A: u	B: u	C: 7%	D: -9%	E: 0%	F: x	G: 13%	H: i	I: 4%
O=C(Cn1nnc(-c2ccc(S(=O)(=O)N3CCCC3)cc2)n1)NCC1CCCO1 (configuration not stated)
  A: 0%	B: -0.6%	C: 6%	D: 15%	E: 9%[1.84 µM]	F: 1%	G: 22%	H: i	I: -6%
O=C(/C=C/c1ccccc1)NC(=S)NNC(=O)c1cnccn1
  A: 5%	B: -0.6%	C: 18%	D: -3%	E: -28%	F: 14µM*	G: 7.3µM*	H: u	I: -22%
O=C(NCCC(=O)N1CCc2ccccc21)c1ccco1
  A: -1%	B: 4.6%	C: 1%	D: 23%	E: 1%	F: 34%[activator]	G: u	H: i	I: -1%
Cc1ccc(C)c(NC(=O)CCC(=O)NNC(=O)c2cccc([N+](=O)[O-])c2)c1
  A: 18%	B: 0.2%	C: -2%	D: -6%	E: -2%[1.84 µM]	F: 2%	G: u	H: i	I: -3%
CC(C)CN(C(=O)COc1ccc2ccc(=O)oc2c1)C1CCS(=O)(=O)C1 (configuration not stated)
  A: -2%	B: 2.9%	C: 3%	D: 5%	E: 2%	F: -4%	G: 8%	H: i	I: -2%
COc1ccccc1S(=O)Cc1ccc(C(=O)NC2CCCC2)o1 (configuration not stated)
  A: 10%	B: 0.4%	C: -1%	D: 6%	E: -1%	F: 4%	G: 5%	H: i	I: 9%
Cc1cc2[nH]c3ccccc3c2c(C)n1
  A: u	B: 8.8%	C: -8%	D: 3%	E: u	F: u	G: u	H: i	I: u
O=C(c1cccnc1Cl)N(Cc1ccccc1)Cc1ccccc1
  A: 16%	B: -0.5%	C: 1%	D: -17%	E: -6%	F: -20%	G: -4%	H: i	I: 10%

Sorted by SMILES length (smallest number first): part of the list above
Screens by letter – A = MCF10A rereplic; B = Nrf2 ARE act; C = HepG2 viability; D = EPAC2 antag; E = A549 tox; F = ATXN2 expr inh; G = Nrf2 block; H = S2 tox; I = TGFb inhibitor
Cc1cc2ncn(CC(C)C)c2cc1C
  A: -6%	B: -0.4%	C: -14%	D: 9%	E: -2%	F: -5%	G: 0%	H: i	I: 1%
Cc1cc2[nH]c3ccccc3c2c(C)n1
  A: u	B: 8.8%	C: -8%	D: 3%	E: u	F: u	G: u	H: i	I: u
COc1ccccc1S(=O)Cc1ccc(C(=O)NC2CCCC2)o1 (configuration not stated)
  A: 10%	B: 0.4%	C: -1%	D: 6%	E: -1%	F: 4%	G: 5%	H: i	I: 9%
O=C(Cn1nnc(-c2ccc(S(=O)(=O)N3CCCC3)cc2)n1)NCC1CCCO1 (configuration not stated)
  A: 0%	B: -0.6%	C: 6%	D: 15%	E: 9%[1.84 µM]	F: 1%	G: 22%	H: i	I: -6%

Remaining list, next part.
Screens by letter – A = MCF10A rereplic; B = Nrf2 ARE act; C = HepG2 viability; D = EPAC2 antag; E = A549 tox; F = ATXN2 expr inh; G = Nrf2 block; H = S2 tox; I = TGFb inhibitor
CCOC(=O)c1c(S(=O)(=O)N2CCCC(C(=O)NCc3cccc(C)c3)C2)c(C)n(C)c1C (configuration not stated)
  A: x	B: 5.5%	C: -3%	D: x	E: 2%	F: 7%	G: x	H: i	I: -37%
CCC(C)C(=O)Nn1c(C2CC2)nc2cc(OC)c(OC)cc2c1=O (configuration not stated)
  A: 0%	B: 0.0%	C: -12%	D: 0%	E: -5%	F: -7%	G: 1%	H: i	I: 3%
CCC(=O)Nc1ccc(C(=O)Nc2ccc3c(c2)C(=O)N(CC2CCCO2)C3=O)cc1 (configuration not stated)
  A: 3%	B: -0.3%	C: 0%	D: 6%	E: -4%	F: -3%	G: x	H: i	I: -24%
CC/C(=N\Nc1ccccc1[N+](=O)[O-])c1ccc(O)cc1
  A: u	B: 16%	C: -45%	D: -21%	E: u	F: -6%	G: 14%	H: u	I: u
CC1CCCN(C(=O)N2c3ccccc3Sc3ccccc32)C1 (configuration not stated)
  A: u	B: -0.2%	C: -14%	D: -19%	E: u	F: 87%[activator]	G: 16µM*	H: i	I: 4%
Cc1ccccc1-c1nnn(CC(=O)c2ccc(S(=O)(=O)N3CCCC3)cc2)n1
  A: 5%	B: -0.4%	C: -18%	D: -3%	E: -1%	F: -23%	G: u	H: i	I: 1%
COc1cc(OC)cc(OC(=O)C2CCN(C(=O)c3ccc(F)cc3)CC2)c1
  A: 0%	B: -0.1%	C: 2%	D: -3%	E: 9%	F: -10%	G: u	H: i	I: 4%
Cc1ccccc1CN1CCN(c2nc3ccccc3s2)CC1
  A: 5%	B: -0.1%	C: -27%	D: -3%	E: 2%	F: 14%	G: u	H: i	I: -1%
COc1ccc(NC(=O)Cn2nnc3sc4c(c3c2=O)CC(C)(C)OC4)cc1
  A: 2%	B: -0.1%	C: 11%	D: 0%	E: -15%	F: -17%	G: u	H: u	I: -21%
Cn1ncc([N+](=O)[O-])c1C(=O)N/N=C/c1ccc(F)cc1
  A: 1%	B: 0.4%	C: 0%	D: 0%	E: -5%	F: 22%	G: 7%	H: i	I: -2%
CCOC(=O)c1sc(NC(=O)/C=C/c2ccccc2)nc1C
  A: -2%	B: -0.8%	C: 4%	D: -2%	E: 1%	F: 11%	G: -9%	H: i	I: 9%
Cc1ccc(N2CC(C(=O)Nc3cc(S(=O)(=O)N4CCCCC4)ccc3C)CC2=O)cc1 (configuration not stated)
  A: x	B: 2.0%	C: -12%	D: -1%	E: x	F: x	G: x	H: i	I: -21%
O=C(CSc1ncccn1)N1CCc2ccccc2C1
  A: 1%	B: 4.2%	C: -17%	D: -9%	E: 12%	F: x	G: 24%	H: x	I: 1%
COc1cc(NC(=O)Nc2cccc([N+](=O)[O-])c2)cc(OC)c1
  A: 1%	B: 3.3%	C: -9%	D: -4%	E: -2%	F: -2%	G: -5%	H: i	I: 0%
COc1ccc(N=C2CC(C)(C)CC(=O)/C2=C(/O)c2ccccc2)cc1
  A: 3%	B: -0.3%	C: -12%	D: -5%	E: -10%	F: -8%	G: -13%	H: i	I: 0%
COc1cccc(-c2cc(C(F)(F)F)n3nc(N)nc3n2)c1
  A: u	B: 4.9%	C: 1%	D: 2%	E: -4%	F: -3%	G: u	H: i	I: 0%
CCOC(=O)c1c(C)oc2nc(C)nc(Nc3cc(C)cc(C)c3)c12
  A: x	B: -1.3%	C: -6%	D: x	E: 3%	F: -3%	G: 10%	H: i	I: -4%
O=C(c1ccco1)N1CCN(C(=O)C(c2ccccc2)c2ccccc2)CC1
  A: 5%	B: 0.0%	C: 4%	D: 14%	E: -2%	F: 2%	G: 14%	H: i	I: 8%
COc1cc(OC)cc(C(=O)Nc2nc(CC(=O)NCc3ccc(F)cc3)cs2)c1
  A: u	B: 0.2%	C: -14%	D: 9%	E: -11%	F: -24%	G: -1%	H: u	I: -19%
Cc1ccc(C)c2sc(N3CCN(C(=O)C(C)(C)C)CC3)nc12
  A: x	B: 0.4%	C: -19%	D: x	E: 7%	F: -6%	G: x	H: i	I: -25%
O=C(O)C(Cc1ccccc1)N1C(=O)C2CCCCC2C1=O (configuration not stated)
  A: -4%	B: -0.3%	C: -11%	D: -2%	E: 1%	F: 4%	G: 21%	H: i	I: 6%
Cc1cccc(Cn2c(COc3ccccc3)nc3ccccc32)c1
  A: x	B: 4.9%	C: -56%	D: x	E: 18%	F: 0%	G: -10%	H: u	I: u
CC1(C)N=C(N)N=C(N)N1c1ccc(OCC(=O)Nc2ccccc2)c(Cl)c1
  A: x	B: -0.9%	C: -68%	D: -3%	E: x	F: x	G: x	H: i	I: 0%
CCN(CC)S(=O)(=O)c1ccc(NC(=O)C2COc3ccccc3O2)cc1 (configuration not stated)
  A: 2%	B: 0.0%	C: -33%	D: -3%	E: -10%	F: -1%	G: u	H: i	I: -28%
N#C/C(=C\c1ccc(Cl)cc1)c1nc(-c2ccco2)cs1
  A: 12%	B: 12%	C: 1%	D: -3%	E: -1%	F: -8%	G: -10%	H: i	I: 1%
CCN(C[C@H]1N[C@@](Cc2ccccc2)(C(=O)OC)[C@H]2C(=O)N(C)C(=O)[C@@H]12)S(=O)(=O)c1ccccc1
  A: u	B: -0.8%	C: -2%	D: -9%	E: 0%	F: -6%	G: 3%	H: i	I: 29%
Cn1c(N)c(C(=O)COC(=O)/C=C/c2cccc(Br)c2)c(=O)n(C)c1=O
  A: 0%	B: 6.6%	C: -25%	D: 3%	E: -3%	F: x	G: 12%	H: i	I: 2%
C/C(=N\NC(=O)c1ccncc1)c1cccc(NC(=O)c2ccc(C(C)(C)C)cc2)c1
  A: 19%	B: -0.9%	C: -1%	D: -17%	E: -19%	F: u	G: u	H: u	I: -4%
Cc1ccc(C2(c3noc(CN(C)Cc4cnn(C)c4)n3)CCCC2)cc1
  A: 3%	B: -0.5%	C: -16%	D: -9%	E: 4%	F: -23%[11.3 µM]	G: u	H: i	I: -15%
